Assay outcomes: PubChem, NMMLSC
GSH bead fluor – compound fluoresces at 488/530 nm on GSH beads; fluorescence (KMESF) at 10 µM; GSH beads flow cytometry, compound fluorescence 488/530 nm; hits give high values; actives 0.25% (n = 190,000); in the data active = fluorescence above about 89;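 also: glutathione beads carrying GST-tagged Bcl family fusion proteins plus one bare bead set; values are compound well signal with DMSO vehicle wells as background; inactives centre near 16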
RGS4-Gao reg – modulates binding of RGS4 to human Galphao | binding response (% of control), % at 10 µM | AID 1415 | P09471 | Multiplexed bead flow cytometry; actives lie on both sides | actives 0.33% (n = 220,000); in the data active = binding response below about 49% or above about 150%; inactive = in between;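 also: fluorescent Galphao activated with aluminum fluoride binding bead-coupled RGS4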
Target sequence (P09471 whole entry, looked up): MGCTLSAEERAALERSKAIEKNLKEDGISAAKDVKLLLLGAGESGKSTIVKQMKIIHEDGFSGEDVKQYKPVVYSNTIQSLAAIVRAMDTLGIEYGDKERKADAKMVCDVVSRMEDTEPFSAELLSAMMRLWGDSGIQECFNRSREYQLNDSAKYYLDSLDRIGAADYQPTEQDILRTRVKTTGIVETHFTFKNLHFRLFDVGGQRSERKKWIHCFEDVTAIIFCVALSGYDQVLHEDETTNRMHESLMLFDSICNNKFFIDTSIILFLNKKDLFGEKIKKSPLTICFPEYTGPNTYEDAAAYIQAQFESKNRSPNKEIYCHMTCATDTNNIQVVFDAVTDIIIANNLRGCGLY
ABCB1 block – blocks JC-1 efflux by human ABCB1 transporter | P08183 | inhibition, % at 6.6 µM | AID 1326 | actives 0.067% (n = 190,000) | CCRF-Adr cells, flow cytometry; in the data active = inhibition above about 40%;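 also: 0% = vehicle and 100% = reference inhibitor; higher value means more JC-1 retained so stronger ABCB1 efflux block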
Bcl-B Bim block – human Bim-Bcl-B interaction inhibition. Q9HD36. bead-based flow cytometry, Bim peptide-Bcl-B binding. inhibition, % at 10 µM. actives 0.073% (n = 190,000). AID 951;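 also: 0% = tracer peptide without compound and 100% = reference inhibitor peptide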
Target sequence (Q9HD36 whole entry, looked up): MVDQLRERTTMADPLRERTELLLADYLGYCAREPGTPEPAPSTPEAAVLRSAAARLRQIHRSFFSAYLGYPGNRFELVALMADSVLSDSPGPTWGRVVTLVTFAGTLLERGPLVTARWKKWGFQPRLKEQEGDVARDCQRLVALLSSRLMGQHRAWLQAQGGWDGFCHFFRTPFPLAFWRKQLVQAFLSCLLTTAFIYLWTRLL
RGS7-Gao reg – human RGS7-Galphao interaction regulation; Multiplexed bead flow cytometry, RGS7-Galphao binding; actives lie on both sides; actives 0.35% (n = 220,000); AID 1439; binding response (% of control), % at 10 µM; in the data active = binding response below about 49% or above about 150%; inconclusive = no clear call, values can overlap the other calls; inactive = in between;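 also: fluorescent Galphao held in activated GDP-AlF4 state binding bead-coupled RGS7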
Bim-Bcl-2 – disrupts Bim peptide binding to human Bcl-2. AID 950. Bead-based flow cytometry, Bim peptide-Bcl-2 binding. inhibition, % at 10 µM. P10415. actives 0.06% (n = 190,000); in the data active = inhibition above about 40%; inconclusive = no clear call, values can overlap the other calls;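 also: 0% = no compound wells with probe peptide and 100% = reference peptide inhibitor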
Target sequence (P10415 whole entry, looked up): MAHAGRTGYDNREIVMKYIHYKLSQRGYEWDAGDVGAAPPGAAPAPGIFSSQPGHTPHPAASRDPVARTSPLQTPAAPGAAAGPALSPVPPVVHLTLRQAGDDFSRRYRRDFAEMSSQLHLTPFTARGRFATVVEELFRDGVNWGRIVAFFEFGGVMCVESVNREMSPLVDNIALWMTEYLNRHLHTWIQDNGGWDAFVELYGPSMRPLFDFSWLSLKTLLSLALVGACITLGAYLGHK
Avidin bead fluor – compound fluoresces at 488/530 nm on avidin beads; compound fluorescence 488/530 nm, flow cytometry; hits give high values; fluorescence (KMESF) at 10 µM; actives 0.38% (n = 220,000); AID 1775; in the data active = fluorescence above about 47; also: inactives centre near 10
Bfl-1 Bim block – inhibitors of Bim-Bfl-1 interaction, human; Q16548; Bead-based flow cytometry, Bim-Bfl-1 binding inhibition; inhibition, % at 10 µM; actives 0.12% (n = 190,000); AID 1008;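 also: 0% = wells without compound plus tracer and 100% = blocker peptide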
Bim-Bcl-XL – human Bim-Bcl-XL interaction inhibition; Bim peptide-Bcl-XL binding, bead flow cytometry, fluorescence; AID 1007; Q07817; inhibition, % at 10 µM; actives 0.04% (n = 190,000)
Target sequence (Q07817 whole entry, looked up): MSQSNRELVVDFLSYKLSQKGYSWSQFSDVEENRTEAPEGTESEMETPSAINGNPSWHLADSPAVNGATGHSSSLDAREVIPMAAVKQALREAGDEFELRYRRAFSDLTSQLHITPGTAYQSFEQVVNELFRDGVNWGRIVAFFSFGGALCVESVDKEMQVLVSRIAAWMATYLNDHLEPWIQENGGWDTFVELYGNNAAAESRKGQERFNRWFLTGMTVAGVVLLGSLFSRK
ABCG2 inh – human ABCG2 inhibition, ABCB1 as counter-screen | actives 0.1% (n = 190,000) | IgMXP3 cells, JC-1 efflux, flow cytometry | AID 1325 | Q9UNQ0 | inhibition, % at 6.6 µM;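 active = inhibition above 80%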;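 also: 0% = DMSO and 100% = nicardipine control wells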
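Test system: IgMXP3 (ABCG2) plus far-red-tagged CCRF-Adr (ABCB1) cells. Reagent: JC-1 dye as substrate. Timing: 10 min exposure at 25 °C with rotation, no wash. Measured by: flow cytometric JC-1 green MFI at 530 nm. Read-out: percent efflux inhibition, scaled nicardipine 100% to DMSO 0%. Control set: nicardipine and DMSO wells.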
Bcl-W Bim block – inhibitors of Bim-Bcl-W interaction, human | Q92843 | bead-based flow cytometry, Bim peptide-Bcl-W binding | inhibition, % at 10 µM | actives 0.02% (n = 190,000) | AID 952;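 also: 0% = bound tracer without compound and 100% = peptide blocker; higher means less fluorescent Bim peptide bound to Bcl-W beads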
An asterisk follows results filed as active; ? = inconclusive. Rule as the data show it, unless noted: active = inhibition above about 40%.

SMILES	GSH bead fluor	RGS4-Gao reg	ABCB1 block	Bcl-B Bim block	RGS7-Gao reg	Bim-Bcl-2	Avidin bead fluor	Bfl-1 Bim block	Bim-Bcl-XL	ABCG2 inh	Bcl-W Bim block
CN(CC(=O)NCc1ccncc1)S(=O)(=O)c1ccc2ccccc2c1	12	99	0.8	-3	100	-3	21	-7	-2	3	-4
COCCn1c(SCC(=O)Nc2cc(C)cc(C)c2)nnc1C(C)C	36	98	0.5	-5	96	-7	14	-10	-7	1	0
CC(C)(CNC(=O)COc1ccccc1Cc1ccccc1)N1CCOCC1	22	102	0.0	-3	105	-2	6	-3	2	3	0
O=C1CCCC(=O)N1c1ccc(Oc2ccc(Cl)cc2)cc1	5	101	0.9	-3	100	-1	14	0	-1	1	1
CCOC(=O)C1=C(C)NC(=O)NC1c1ccc(C)o1 (stereo not given)	18	102	0.6	-5	103	-4	5	-8	-3	4	0
Cc1ccc(C2CC(=O)c3cnc(NC(=O)c4ccco4)nc3C2)cc1 (stereo not given)	38	106	1.1	-8	112	-6	45	-11	-8	37	-4
CCN(CC)CCCNC(=O)CCC(=O)Nc1ccc2nc(N3CCCCC3)cc(C)c2c1	17	98	0.3	-1	?	-4	10	-4	-1	-2	-1
COc1ccccc1C(=O)N1CCN(Cc2nc(CC3CC3)no2)CC1	9	103	0.3	-2	107	-3	3	-7	-4	0	0
O=C(CNS(=O)(=O)c1ccccc1)N/N=C/c1ccc(O)cc1	57	94	-0.5	2	96	-4	20	-1	0	0	1
COc1cc(C2=NC(CO)(CO)CO2)cc(OC)c1OC	15	103	0.4	-4	105	-5	13	-2	-3	0	-2

Results in Bim-Bcl-XL (4 entries from above):
SMILES | Bim-Bcl-XL
O=C1CCCC(=O)N1c1ccc(Oc2ccc(Cl)cc2)cc1 | -1
CCOC(=O)C1=C(C)NC(=O)NC1c1ccc(C)o1 (stereo not given) | -3
Cc1ccc(C2CC(=O)c3cnc(NC(=O)c4ccco4)nc3C2)cc1 (stereo not given) | -8
CCN(CC)CCCNC(=O)CCC(=O)Nc1ccc2nc(N3CCCCC3)cc(C)c2c1 | -1

(listing goes on)
SMILES	GSH bead fluor	RGS4-Gao reg	ABCB1 block	Bcl-B Bim block	RGS7-Gao reg	Bim-Bcl-2	Avidin bead fluor	Bfl-1 Bim block	Bim-Bcl-XL	ABCG2 inh	Bcl-W Bim block
Cc1nnc(SCC(=O)NNC(=O)c2ccc(Br)cc2)n1C	13	102	3.2	0	101	-4	10	-9	-2	15	-1
Cc1ccc2c(c1)NC(=O)C(CC(=O)NCCN(CC(C)C)CC(C)C)O2 (stereo not given)	24	84	0.1	-4	83	-7	4	-7	-7	0	0
Cc1cccc(C)c1NC(=O)CCCSc1nnc(-c2ccco2)n1-c1ccccc1	15	99	0.5	-5	104	-2	24	-6	-2	1	2
N/C(=N\c1nc(CSc2ccc(Cl)cc2)cc(=O)[nH]1)Nc1ccccc1C(F)(F)F	28	102	0.3	-1	96	3	10	-6	-1	2	2
CN(CC(=O)N1CCCC1)S(=O)(=O)c1ccc(Cl)cc1	23	95	0.9	-4	94	-5	29	-12	-2	0	0
O=c1sc2ccccc2c(N2CCN(c3ccccc3)CC2)c1[N+](=O)[O-]	12	97	0.3	-5	?	-4	11	-6	-6	19	-2
COc1cccc(N2C(=O)C3CCCN3C2c2cccs2)c1 (stereo not given)	21	100	0.5	0	107	-6	8	0	-2	2	-1
CC(C)NC(=O)c1ccc2c(c1)S(=O)(=O)c1ccccc1C2=O	47	106	0.0	-9	102	-9	9	-12	1	9	1
Cc1ccc(-c2nn(-c3cccc(F)c3)cc2CN2CCN(c3ccccn3)CC2)o1	10	103	2.5	-5	102	-2	3	2	-3	2	0
COc1cc(C)c(S(=O)(=O)n2ccc(C)n2)cc1C	38	102	0.2	-4	102	-5	6	-7	-9	1	6
N#Cc1ccc(N/N=C/c2ccccc2)c([N+](=O)[O-])c1	16	102	0.6	-5	99	-1	11	-3	-2	4	0
CCOc1ccc(/C=C2\SC(=S)N(N3C(=O)C4CC4C3=O)C2=O)cc1 (stereo not given)	14	93	-0.7	-1	94	-1	10	4	0	-1	1
O=C(Nc1ccccn1)C1CCN(S(=O)(=O)c2cccc3nonc23)CC1	23	101	0.3	0	104	-1	37	0	-1	2	0
O=C(NCc1ccccn1)C(F)(F)C(F)(F)C(=O)NCc1ccccn1	20	102	0.2	0	102	-2	16	0	-2	1	-1
CCOc1ccccc1C1C(C(=O)OC)=CN(C)C=C1C(=O)OC	9	85	0.1	0	101	0	17	-5	3	0	5
O=C(NP(=O)(N1CCCC1)N1CCCC1)C1=C(N2CCOCC2)/C(=C/c2cccc([N+](=O)[O-])c2)CC1	15	105	0.2	-1	?	-4	11	2	-3	28	1
O=C(C1COc2ccccc2O1)N1CCN(c2ccccc2Cl)CC1 (stereo not given)	22	100	0.8	0	101	0	27	-1	-1	4	1
CC(C)Sc1nc2c([nH]c3ccccc32)c(=O)n1C	11	104	1.1	-6	118	-4	57*	-11	-3	3	-2
CCCCN(Cc1ccccc1)c1ncnc2nc[nH]c12	25	101	0.7	-6	102	-4	10	-9	-4	6	2
CCOC(=O)c1c(-c2ccc(C)o2)csc1NC(=S)NC(=O)N(C)C	15	97	0.2	1	96	0	31	0	0	1	1

Reprinted at random: four compounds from above, in no set order.
SMILES	GSH bead fluor	RGS4-Gao reg	ABCB1 block	Bcl-B Bim block	RGS7-Gao reg	Bim-Bcl-2	Avidin bead fluor	Bfl-1 Bim block	Bim-Bcl-XL	ABCG2 inh	Bcl-W Bim block
O=C(CNS(=O)(=O)c1ccccc1)N/N=C/c1ccc(O)cc1	57	94	-0.5	2	96	-4	20	-1	0	0	1
O=C(C1COc2ccccc2O1)N1CCN(c2ccccc2Cl)CC1 (stereo not given)	22	100	0.8	0	101	0	27	-1	-1	4	1
O=C(NP(=O)(N1CCCC1)N1CCCC1)C1=C(N2CCOCC2)/C(=C/c2cccc([N+](=O)[O-])c2)CC1	15	105	0.2	-1	?	-4	11	2	-3	28	1
N#Cc1ccc(N/N=C/c2ccccc2)c([N+](=O)[O-])c1	16	102	0.6	-5	99	-1	11	-3	-2	4	0

Remaining list, next part.
SMILES	GSH bead fluor	RGS4-Gao reg	ABCB1 block	Bcl-B Bim block	RGS7-Gao reg	Bim-Bcl-2	Avidin bead fluor	Bfl-1 Bim block	Bim-Bcl-XL	ABCG2 inh	Bcl-W Bim block
Cc1ccc2[nH]c3c(N4CCN(Cc5ccccc5)CC4)ncnc3c2c1	12	99	3.5	3	99	-1	31	0	3	4	0
COc1ccc(CNC(=O)COC(=O)c2c(-c3c(F)cccc3Cl)noc2C)cc1OC	15	101	1.0	2	97	-1	10	-3	-2	4	0
COc1ccsc1C(=O)N1CCN(Cc2ccc3c(c2)OCO3)CC1	34	102	-0.1	-3	99	-4	7	-7	-7	0	-2
Cc1cc(NC2CCCCC2)n2c(n1)nc1ccccc12	18	97	1.4	0	91	0	11	-4	-1	24	-1
O=C(Nc1cccc(Oc2c(F)c(F)c(F)c(F)c2F)c1)N1C[C@@H]2C[C@@H](C1)c1cccc(=O)n1C2	37	97	0.7	-11	99	-15	14	-23	-10	33	-6
CC(C)(C)C(=O)c1cnc(Nc2ccccc2Cl)s1	13	99	0.7	-4	104	-3	39	-1	1	5	-1
CCOC(=O)/C=c1\s/c(=C\c2ccccc2OC)c(=O)n1CC(=O)N1CCOCC1	47	99	8.8	0	100	-2	6	-1	-6	16	0
COc1ccc(-c2nnc(-c3cccs3)o2)cc1OC	15	110	1.0	-1	105	0	13	1	4	9	10
CCOc1ccc(N(CC(=O)Nc2nccs2)S(=O)(=O)c2c(C)[nH]c(=O)[nH]c2=O)cc1	11	91	0.6	-4	?	1	8	-3	-1	3	-1
CCCN(Cc1cc2cccc(C)c2[nH]c1=O)S(C)(=O)=O	32	104	-1.1	7	103	7	7	6	7	5	6

The closing 5 records of the part before come first, to join the parts:
SMILES	GSH bead fluor	RGS4-Gao reg	ABCB1 block	Bcl-B Bim block	RGS7-Gao reg	Bim-Bcl-2	Avidin bead fluor	Bfl-1 Bim block	Bim-Bcl-XL	ABCG2 inh	Bcl-W Bim block
CC(C)(C)C(=O)c1cnc(Nc2ccccc2Cl)s1	13	99	0.7	-4	104	-3	39	-1	1	5	-1
CCOC(=O)/C=c1\s/c(=C\c2ccccc2OC)c(=O)n1CC(=O)N1CCOCC1	47	99	8.8	0	100	-2	6	-1	-6	16	0
COc1ccc(-c2nnc(-c3cccs3)o2)cc1OC	15	110	1.0	-1	105	0	13	1	4	9	10
CCOc1ccc(N(CC(=O)Nc2nccs2)S(=O)(=O)c2c(C)[nH]c(=O)[nH]c2=O)cc1	11	91	0.6	-4	?	1	8	-3	-1	3	-1
CCCN(Cc1cc2cccc(C)c2[nH]c1=O)S(C)(=O)=O	32	104	-1.1	7	103	7	7	6	7	5	6
CC[C@H](C)NC(=O)CCCCCn1c(=S)[nH]c2c([nH]c3ccc(OC)cc32)c1=O	11	96	0.1	-14	?	-2	9	-1	-1	0	-2
CCOC(=O)Cn1cc(C#N)c2cccc(CC)c21	23	98	0.5	-3	96	-4	7	-5	0	3	-1
Fc1ccccc1-n1c(-c2ccc3ccccc3n2)n[nH]c1=S	9	100	0.3	-20	105	0	9	5	-5	12	1
CN1CCN(C(=S)Nc2cccc(S(=O)(=O)N(C)C)c2)CC1	11	96	0.1	-3	98	0	7	-2	0	1	1
COc1ccc2c(c1)c(CC(=O)O)c(C)n2C(=O)c1ccc(Cl)cc1	22	101	-0.4	-4	103	-1	10	-3	-2	1	0
CC(CCO)Nc1nc2c(c(=O)n(C)c(=O)n2C)n1Cc1cccc(Br)c1 (stereo not given)	12	99	3.3	-5	103	-8	6	-12	-4	53	1
O=C1c2ccccc2C(=O)C12OC2c1cccc2ccccc12 (stereo not given)	14	95	0.0	-10	91	-9	9	4	-6	-9	1
O=C(O)c1cc(-c2ccc(/C=C3\NC(=O)N(c4ccc(Cl)cc4)C3=O)o2)ccc1Cl	7	103	-1.7	0	95	-4	8	-2	0	-8	4
Cc1cccc(C)c1OCC(=O)N/N=C/c1ccc2c(c1)OCO2	27	104	0.3	1	102	-1	10	-3	-1	17	-1
Cc1ccc(SC(C)C(=O)N2CCCC2)cc1 (stereo not given)	14	106	0.5	1	103	-1	15	-1	-2	1	-4
Cc1nnc(SCC(=O)Nc2sc3c(c2C(=O)c2ccccc2)CCCC3)s1	10	91	2.1	-5	94	-4	15	-10	-5	1	-2
CCCCN(C(=O)/C=C/c1ccco1)c1c(N)n(CC(C)C)c(=O)[nH]c1=O	9	100	0.0	-3	94	-1	11	-6	0	2	-2
Cc1csc(NC(=O)c2sc3nc(-c4cccs4)ccc3c2N)n1	42	100	0.3	-6	101	1	35	-2	-6	0	-2
CN1CC2CCCC3(C1)C(=O)NC1(CCCCC1)N=C23 (stereo not given)	27	102	1.0	-7	103	-2	37	-21	-5	12	0
Cc1ccc(C)c(OCC(=O)Nc2ccc(S(=O)(=O)N3CCN(C)CC3)cc2)c1	19	105	0.3	-8	105	-13	26	0	-7	2	-5
